CYP2C19 activ – activators of human cytochrome P450 2C19. recombinant CYP2C19, luciferin-H EGE luminescence; hits give high values; 0 = fully inhibited enzyme, 1 = untreated enzyme. P33261. activation factor at 5 µM. 96,000 tested, under 10 active;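 active = activation factor of at least 2 at 5 µM in the primary screen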;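 also: 0 = wells with 2.5 mM tranylcypromine and 1 = vehicle-only wells; values of inactives mirror those of a sister screen read the other way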
Target sequence (P33261 whole entry, looked up): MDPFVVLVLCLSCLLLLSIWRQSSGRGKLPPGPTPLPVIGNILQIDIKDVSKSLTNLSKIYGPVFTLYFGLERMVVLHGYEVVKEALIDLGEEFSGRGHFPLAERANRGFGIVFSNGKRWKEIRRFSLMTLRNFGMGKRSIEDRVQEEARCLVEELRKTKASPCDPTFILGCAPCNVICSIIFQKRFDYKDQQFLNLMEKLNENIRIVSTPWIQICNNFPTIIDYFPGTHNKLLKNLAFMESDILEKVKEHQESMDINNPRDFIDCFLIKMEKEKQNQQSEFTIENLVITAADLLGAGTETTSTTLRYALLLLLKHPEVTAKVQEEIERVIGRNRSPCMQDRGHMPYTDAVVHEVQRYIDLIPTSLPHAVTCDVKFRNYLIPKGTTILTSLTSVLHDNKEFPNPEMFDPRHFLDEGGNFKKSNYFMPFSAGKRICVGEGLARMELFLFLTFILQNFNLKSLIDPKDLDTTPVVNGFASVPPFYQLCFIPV
CYP2C9 inhib – inhibitors of human CYP2C9; hit rate 20% among 96,000; inhibition, % at 5 µM; CYP2C9 Supersomes, luciferin-H conversion, luminescence; AID 777;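 active = blocking of liver enzyme CYP2C9 beyond about 50% at 5 µM, limit read from the data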; also: values of inactives mirror those of a sister screen read the other way
Target sequence (P11712 whole entry, looked up): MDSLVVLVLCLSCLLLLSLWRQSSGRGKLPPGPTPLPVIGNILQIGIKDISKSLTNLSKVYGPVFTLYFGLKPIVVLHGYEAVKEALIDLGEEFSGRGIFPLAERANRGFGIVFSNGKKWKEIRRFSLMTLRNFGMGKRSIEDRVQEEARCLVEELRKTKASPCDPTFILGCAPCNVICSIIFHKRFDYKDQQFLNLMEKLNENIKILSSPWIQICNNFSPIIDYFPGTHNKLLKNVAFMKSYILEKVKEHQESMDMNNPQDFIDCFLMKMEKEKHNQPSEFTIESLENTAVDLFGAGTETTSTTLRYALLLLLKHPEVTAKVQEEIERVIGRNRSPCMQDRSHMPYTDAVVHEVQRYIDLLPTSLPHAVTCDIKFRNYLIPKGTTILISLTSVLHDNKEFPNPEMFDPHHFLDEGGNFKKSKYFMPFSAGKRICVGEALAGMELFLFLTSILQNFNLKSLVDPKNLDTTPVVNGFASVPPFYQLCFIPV
CYP2C9 activ – activators of human CYP2C9. recombinant CYP2C9, luciferin-H conversion, luminescence; hits give high values; factor 1 = untreated enzyme, 0 = blocked. P11712. AID 1024. hit rate 1.4% among 96,000. activation factor at 5 µM;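 active = activation factor of 2 or more for CYP2C9 at a 5 µM dose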;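 also: 0 = sulfaphenazole-blocked wells and 1 = vehicle-only wells; values of inactives mirror those of a sister screen read the other way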
MT1-MMP txn act – activates MT1-MMP transcription; HT1080 MT1-MMP promoter luciferase reporter, luminescence, overnight; hits give high values; activation factor at 10 µM; hit rate 0.16% among 86,000;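 active = activation factor of at least 2 for MT1-MMP transcription at 10 µM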
CYP2C19 inh – inhibitors of human CYP2C19; CYP2C19 Supersomes, luciferin-H EGE luminescence, 30 min; inhibition, % at 5 µM; hit rate 21% among 96,000; P33261; AID 778;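 active = CYP2C19 inhibition above a set limit at 5 µM in the primary screen, cut at about 50% in these data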;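 also: plate controls were negative control wells for no effect and 2.5 mM tranylcypromine positive control for full effect; values of inactives mirror those of a sister screen read the other way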
Pyk2 oligo antag – blocks oligomerization of human Pyk2 in cells; Q14289; Q293 cells, Pyk2 FERM NanoBiT luminescence; hits give low values; z-score (the deposit names both 25 µM and 10 µM); hit rate 0.83% among 99,000; AID 1347419;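 active = Z-score of -3 or lower, scaled per plate to the spread of control and sample wells; inactive = z-score above -3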;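 also: negative z-score means lost luminescence so less FERM oligomerization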
Mac1 fbg inh – CD11b/CD18-fibrinogen binding inhibition | K562 CD11b/CD18 adhesion to fibrinogen, ATPlite luminescence; Mn2+ added to activate the integrin | inhibition, % at 10 µM | hit rate 0.54% among 93,000;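 active = primary inhibition of 50% or more at 10 µM, then 40% or more on retest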; also: some results filed as inactive read as strong as hits
CD11b adhes enh – increases human CD11b/CD18 adhesion to fibrinogen. AID 1499. K562 CD11b/CD18 adhesion to fibrinogen, ATPlite luminescence. activation, % at 10 µM. P05107+P11215. hit rate 0.07% among 93,000;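 active = 10 µM primary screen giving 50% or more activity, confirmed by 40% or more on retest at that dose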; also: strong numbers were not always called active; reference of the scale not given here
PLAP act – activates human placental alkaline phosphatase | activation fold at 20 µM | AID 696 | hit rate 1.2% among 96,000 | P05187 | purified PLAP enzyme, luminescent substrate read-out; hits give high values; in the data active = activation fold above about 2
Starred values were filed as active, the others as inactive; nt = no result given.

SMILES | CYP2C19 activ | CYP2C9 inhib | CYP2C9 activ | MT1-MMP txn act | CYP2C19 inh | Pyk2 oligo antag | Mac1 fbg inh | CD11b adhes enh | PLAP act
COc1ccccc1CNC(=O)C1=C(C)C(=O)OC12CCC(C)CC2 (centres undefined) | 0 | 72* | 0.3 | nt | 98* | nt | -5 | -4 | 1.4
Cc1oc(-c2ccccc2F)nc1CN1CCC(C(=O)NC2CCCCCCC2)CC1 | 0.8 | -88 | 1.9 | 1.1 | 16 | 0.24 | -4 | -4 | 2*
COC(=O)c1ccccc1NC(=O)C1CCN(C(=O)c2cc(OC)cc(OC)c2)CC1 | 0.9 | 33 | 0.7 | 1 | 15 | -1.6 | -9 | 7 | 1.6
Cc1cccc(NC(=O)C2CCN(S(=O)(=O)c3cccs3)CC2)c1 | 0.6 | 2 | 1 | 1.1 | 45 | 0.37 | -5 | -7 | 0.8
CC1CCN(c2nc(-c3ccc(F)cc3)cc(C(F)(F)F)n2)CC1 | 1 | 6 | 0.9 | 1.2 | 2 | 1.2 | nt | nt | 1.1
O=c1oc2ccccc2c(Nc2ccc(O)cc2)c1[N+](=O)[O-] | 0.7 | 32 | 0.7 | 1 | 34 | -0.78 | nt | nt | 0.8
CN(C)CCNC(=O)C(C(=O)c1ccc(F)cc1)n1ccccc1=O (centres undefined) | 0.9 | 8 | 0.9 | 1.1 | 11 | 0.09 | nt | nt | 0.9
CCC(=O)Nc1ccc(C(=O)CSc2nnc(-c3cccnc3)o2)cc1 | 0.9 | 43 | 0.6 | 1.1 | 13 | 2.2 | 8 | -5 | 1.2
COc1cc(NC(=O)COC(=O)/C=C/c2c(C)nn(C3CCS(=O)(=O)C3)c2Cl)cc(OC)c1OC (centres undefined) | 0.9 | -2 | 1 | nt | 15 | 0.38 | -9 | -2 | 1.2
CCOC(=O)c1[nH]c2ccccc2c1NC(=O)C(C)(C)C | 1 | 40 | 0.6 | 1.1 | 2 | nt | -10 | -2 | 0.8
O=C(CSc1nnc(-c2ccccc2)o1)N1CCc2ccccc2C1 | 0.9 | 12 | 0.9 | 1.1 | 13 | 0.48 | 4 | 0 | 0.9
Cc1nnc(SCC(=O)Nc2ncc(Cl)cc2Cl)n1Cc1ccccc1 | 0.7 | 33 | 0.7 | 1.2 | 33 | 0.45 | -8 | -4 | 1.2
CSc1nc2ccc3nc(NC(=O)c4ccc(C)cc4)sc3c2s1 | 0.5 | 25 | 0.8 | nt | 48 | nt | -11 | 80 | 1.5
Cc1ccc(-c2nnc(SCc3ccccc3F)o2)cc1 | 1 | -2 | 1 | 0.6 | 2 | 0.14 | 9 | 0 | 0.9
Cc1nc(NC(=O)c2ccccc2)sc1-c1csc(Nc2cccc(Cl)c2)n1 | 0.7 | 22 | 0.8 | nt | 27 | nt | nt | nt | 0.9
O=C(Oc1cccnc1)c1cc2ccccc2oc1=O | 1.1 | 30 | 0.7 | 1.1 | -10 | 0.53 | 19 | -4 | 1.1
CSc1nc2ccc(S(=O)(=O)Nc3c(C)n(C)n(-c4ccccc4)c3=O)cc2s1 | 0.8 | 32 | 0.7 | 1 | 22 | 0.15 | -42 | 4 | 1.2
CC(C)N(CC#CCC1(O)c2ccccc2-c2ccccc21)CCO | 0.6 | -4 | 1 | nt | 37 | -0.31 | -14 | -2 | 1.5
COc1ccc(N2CC(C(=O)OCC(=O)NCc3ccccc3)CC2=O)cc1 (centres undefined) | 1.1 | 13 | 0.9 | nt | -6 | 0.53 | nt | nt | 1.1
COc1ccc(OC)c(NC2c3ccccc3C(=O)N2c2cccnc2)c1 (centres undefined) | 0.4 | 67* | 0.3 | 1.1 | 57* | nt | 12 | -2 | 1.5
O=C(O)c1ccc(NC(CSCc2cccc(F)c2)C(=O)O)c([N+](=O)[O-])c1 (centres undefined) | 1.2 | 62* | 0.4 | nt | -15 | -0.58 | 11 | -4 | 1
O=C(CC(c1ccccc1)c1ccccc1O)NCc1ccco1 (centres undefined) | 0.5 | 51* | 0.5 | nt | 49 | -0.66 | -4 | -4 | 1.1
O=S(=O)(NC1=NCCCCC1)c1cccs1 | 1 | -14 | 1.1 | 1.1 | 2 | 0.49 | 17 | 2 | 1.2
O=C(Nc1c(Cl)cccc1Cl)c1cc(=O)n(Cc2ccccc2)c(=O)[nH]1 | 1.1 | -11 | 1.1 | nt | -5 | -0.15 | 6 | 2 | 1
O=C(N/C(=N\O)c1ccccc1)Nc1ccc(Cl)cc1 | 0.4 | 56* | 0.4 | 1.1 | 64* | 0.09 | -10 | -1 | 1
CCOC(=O)c1cnc2c(-c3ccccc3)cnn2c1N | 0.4 | 57* | 0.4 | 0.8 | 63* | 0.41 | 67 | -6 | 1.1
CCOc1ccc(CCNS(=O)(=O)c2cnc[nH]2)cc1OCC | 0.3 | 94* | 0.1 | 1 | 68* | 0.48 | -18 | 3 | 1.1
Cc1nc(N2C(=O)C(=O)/C(=C(/O)c3ccccc3)C2c2ccco2)sc1C (centres undefined) | 0.5 | 61* | 0.4 | 1 | 53* | -0.18 | 19 | 2 | 1.1
O=C(Cn1c(=O)sc2ccccc21)NCc1ccccn1 | 0.7 | -58 | 1.6 | 1.6 | 33 | nt | -1 | 0 | 0.8
Cc1sc(NC(=O)c2ccco2)c(CN2CCC(C)CC2)c1C | 0.6 | 27 | 0.7 | nt | 36 | -0.46 | 1 | 0 | 0.9
Cc1cc(C)n(CC(=O)Nc2ccccc2)n1 | 0.9 | -6 | 1.1 | 1 | 10 | 0.67 | nt | nt | 0.9
COC(=O)c1ccc(/C=N\N2CCN(Cc3ccc(C)cc3)CC2)cc1 | 1.1 | -6 | 1.1 | nt | -14 | 3.4 | 2 | -5 | 1
C[C@@]12CC(=O)NC1N(C(=O)c1cccc(C(F)(F)F)c1)C(c1ccccc1O)C2 (some centres undefined) | 0.4 | 69* | 0.3 | nt | 56* | -0.5 | -8 | 2 | 1.6
CCCc1cc(C(=O)Nc2sc3c(c2C#N)CCC3)no1 | 1.2 | 21 | 0.8 | 1.1 | -18 | nt | 16 | -6 | 1
OC(COc1c(Cl)cc(Cl)cc1Cl)CN1CCCCC1 (centres undefined) | 0.5 | 9 | 0.9 | 1 | 47 | -0.34 | -6 | -2 | 1.7
Cc1cccc(NC(=O)c2sc3nc(-c4ccccc4)cn3c2C)n1 | 0.5 | 65* | 0.3 | 1.3 | 55* | -0.1 | 6 | 2 | 1.5
O=C(CCn1c(=O)oc2ccccc21)N1CCN(c2ccccc2F)CC1 | 0.3 | 27 | 0.7 | 1.3 | 73* | 1.6 | nt | nt | 1.4
O=C(Nc1ccccc1C(=O)N1CCOCC1)c1ccco1 | 1 | -4 | 1 | 1.7 | -2 | 0.45 | -10 | -4 | 1.1
CCOc1cc2[nH]c(=S)n(C(C)C)c(=O)c2cc1OCC | 0.9 | 47 | 0.5 | nt | 8 | -1.6 | -31 | -1 | 1.4
Cc1ccccc1NC(=O)c1ccc(C)c(S(=O)(=O)Nc2ccccn2)c1 | 1 | 8 | 0.9 | nt | 4 | 0.38 | -38 | -1 | 1.2
COCCn1c(SCC(=O)c2ccccc2)nc2c(c1=O)SC(C)C2 (centres undefined) | 0.1 | 96* | 0 | 1.1 | 91* | -0.74 | 8 | 0 | 1.6
COC(=O)C(C(=O)Nc1ncccn1)C1CCCCCC1 (centres undefined) | 0.6 | 10 | 0.9 | 1 | 44 | 0.08 | 8 | -4 | 1
COc1cc(NS(=O)(=O)c2ccc(N/C=C(\C#N)c3nc4ccccc4o3)cc2)nc(OC)n1 | 1 | 41 | 0.6 | nt | -1 | -0.64 | 14 | -4 | 1.4
O=S(=O)(c1cccs1)N1CN(Cc2ccc(F)cc2)c2nc3ccccc3nc21 | 0.8 | 70* | 0.3 | nt | 22 | -1.2 | nt | nt | 0.9
O=C1[C@H]2[C@@H](C(=O)N1c1cc(Cl)cc(Cl)c1)[C@]1(C(=O)Nc3ccccc31)N1CCC[C@@H]21 | 0.5 | 90* | 0.1 | 1.1 | 52* | -0.14 | -6 | -2 | 1.4
COCCOC(=O)C1=C(C)N=c2s/c(=C\c3cccs3)c(=O)n2C1c1cccs1 (centres undefined) | 0.5 | 42 | 0.6 | 0.9 | 45 | 0.17 | -15 | 4 | 1.2
Cc1cc(NC(=O)CCCC(=O)O)nc(C)n1 | 1 | -3 | 1 | 1.1 | -1 | -0.56 | -3 | -3 | 0.9
CCCNC(=O)c1cc(OC)c(OC)cc1[N+](=O)[O-] | 1.1 | -23 | 1.2 | nt | -14 | 0.93 | -40 | -3 | 1
COc1ccccc1C1CC(c2ccc(C)cc2)Nc2ncnn21 (centres undefined) | 0.1 | 31 | 0.7 | 1.2 | 88* | -0.07 | nt | nt | 0.9
O=C(NCc1ccco1)Nc1ccc2snnc2c1 | 0.2 | 86* | 0.1 | 1.2 | 83* | -1.1 | -7 | -3 | 0.7
CCOC(=O)c1c(NCc2ccc3c(c2)OCO3)c2ccccc2[nH]c1=O | 0.3 | 13 | 0.9 | 1.4 | 74* | 0.06 | nt | nt | 1.2
COc1ccc(CN=CC2=C(O)CC(C)(C)CC2=O)cc1 | 0.6 | 15 | 0.9 | 1.1 | 36 | 0.71 | -2 | -2 | 0.9
O=C(O)CN=C(NS(=O)(=O)c1ccccc1)c1ccccc1 | 0.9 | 7 | 0.9 | 1.1 | 12 | 1.9 | -12 | 6 | 1
CCOc1ccccc1N1CC(C(=O)N2CCc3ccccc3C2)CC1=O (centres undefined) | 0.7 | 6 | 0.9 | 1.1 | 30 | nt | 2 | 2 | 1.3
COc1ccc(C2CC(c3ccccc3)Nc3ncnn32)cc1 (centres undefined) | 0.7 | 24 | 0.8 | 1.1 | 32 | nt | -5 | -1 | 1.1
CC(=O)Nc1nc(SCCCc2ccccc2)n[nH]1 | 0.2 | 19 | 0.8 | 1.2 | 80* | -0.07 | 8 | -3 | 2.4*
CCOc1cc(N2CCOCC2)c(OCC)cc1NC(=O)COC(=O)[C@H](Cc1c[nH]c2ccccc12)NC(C)=O | 1 | 46 | 0.5 | 1.3 | -4 | 0.61 | -1 | -6 | 1.9
O=C(NCC1COc2ccccc2O1)c1ccccc1 (centres undefined) | 0.1 | 17 | 0.8 | 1.2 | 95* | 0.95 | 0 | -1 | 1
C=CCNC(=O)c1cccc(C(F)(F)F)c1 | 0.9 | 5 | 1 | nt | 10 | 0.57 | -6 | -6 | 1.1
c1ccc2c(c1)ncc1cccn12 | 1 | -53 | 1.5 | 1.4 | 2 | -0.65 | -7 | -3 | 0.9

Remaining list, next part.
SMILES | CYP2C19 activ | CYP2C9 inhib | CYP2C9 activ | MT1-MMP txn act | CYP2C19 inh | Pyk2 oligo antag | Mac1 fbg inh | CD11b adhes enh | PLAP act
CCOc1ccc(NC(N)=O)cc1OCC | 1.1 | 3 | 1 | nt | -6 | -0.99 | -9 | -1 | 0.9
COc1ccc(C2C(C#N)=C(SCC(=O)Nc3ccc(C)cc3)NC3=C2C(=O)CC(C)(C)C3)cc1 (centres undefined) | 0.9 | 8 | 0.9 | 1.1 | 8 | -2.4 | 4 | -2 | 0.9
CCOc1nc(NCCc2ccc(OC)c(OC)c2)nc(NC(C)(C)CO)n1 | 0.8 | -6 | 1.1 | 1.2 | 18 | -0.85 | nt | nt | 1.2
CCOC(=O)C1CCCN(C(=O)c2ccc(CNc3c(N4CCC(C)CC4)c(=O)c3=O)cc2)C1 (centres undefined) | 0.6 | 55* | 0.4 | 0.9 | 36 | nt | -23 | -2 | 1.5
CCOC(=O)c1[nH]cnc1C(=O)Nc1ccncc1 | 0.7 | 54* | 0.5 | nt | 33 | 0.42 | 10 | -1 | 2.5*

High-throughput results: PubChem BioAssay, Sanford-Burnham Center for Chemical Genomics
